# Tb PFK inh: T. brucei PFK enzyme inhibition | 330,000 compounds, 0.17% hits | AID 485367 | T. brucei PFK, ADP-Glo luminescence | Potency, µM (doses to about 57.5 µM), for inactives: at the top dose activity, negative = inhibition, usual class: inhibitors | O15648;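 further: potency means the concentration at half of the fitted maximal effect; 0% = uninhibited 1x PFK enzyme wells and -100% = no-enzyme wells; nearly all actives have a fitted effect of over 60% in size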
# Target sequence (O15648 whole entry, looked up): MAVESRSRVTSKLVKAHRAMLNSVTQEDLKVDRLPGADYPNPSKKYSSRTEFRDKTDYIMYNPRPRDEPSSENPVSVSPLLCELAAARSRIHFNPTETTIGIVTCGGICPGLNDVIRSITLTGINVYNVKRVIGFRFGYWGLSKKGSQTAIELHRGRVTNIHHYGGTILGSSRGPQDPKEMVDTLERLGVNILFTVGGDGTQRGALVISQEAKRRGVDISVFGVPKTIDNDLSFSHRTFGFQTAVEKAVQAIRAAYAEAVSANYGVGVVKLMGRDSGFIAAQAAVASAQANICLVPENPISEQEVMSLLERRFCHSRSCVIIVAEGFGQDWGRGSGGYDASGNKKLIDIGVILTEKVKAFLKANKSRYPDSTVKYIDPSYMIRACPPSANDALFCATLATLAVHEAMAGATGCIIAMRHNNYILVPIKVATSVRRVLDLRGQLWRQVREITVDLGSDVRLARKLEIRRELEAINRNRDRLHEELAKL
#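 PFK 1.25 nM, F6P 0.5 mM, ATP 0.1 mM, 0.1 M TEA pH 8.0, 5 mM MgCl2, 0.01% Tween20, 0.1% BSA; 45 min RT. ADP-Glo readout. qHTS titration up to 57 uM; curves fitted, compounds curve-classed.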
# BCR signal inh: inhibitors of chronic active B-cell receptor signaling | Potency, µM (top dose mostly 46.1 µM), inactives show top-dose ratio change, negative = lower green/red ratio, hits mostly inhibitors | AID 493014 | 340,000 compounds, 0.05% hits | ABC-DLBCL IkBa-CBG/CBR reporter, luminescence ratio, 4 h; active means well fitted inhibition curve with a large enough effect in the signal ratio, with a control signal flat, not every such curve was filed as active; inconclusive means small, poorly fitted or top-dose-only effect, or effect the other way, or a change in a side signal; the % refers to the signal ratio;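 further: potency means the concentration at half of the fitted maximal effect; plate controls were basal doxycycline-induced cells for no effect and cells given 10 µM MG132 for full effect; MG132 reads +100%, hits lower the ratio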
#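 TMD8 ABC-DLBCL cells carrying doxycycline-inducible green luciferase fused to IkappaBalpha plus unfused red luciferase were exposed to compounds (up to 46 uM) for 4 hrs at 37C. Activity came from the overlap-corrected green/red luminescence ratio.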
# USP2a block: inhibitors of human ubiquitin-specific protease USP2a; USP2 core, Ub-CHOP2 coupled fluorogenic reporter, 485/531; Potency, µM (highest dose often 38.3 µM), for inactives: at the top dose activity change, negative = inhibition, usual class: inhibitors; AID 463254; O75604; 330,000 compounds, 0.01% hits;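 further: potency means the concentration at half of the fitted maximal effect; plate controls were DMSO wells for no effect and full inhibition by NEM control for full effect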
#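 USP2 core (10nM final) preincubated 30min RT with compound in 20mM Tris-HCl pH 8.0, 2mM CaCl2, 2mM beta-mercaptoethanol, 0.05% CHAPS; 25nM Ub-CHOP2 plus 25nM reporter substrate added, fluorescence (Ex485/Em531) read after 60min.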
# PTAP TSG101 blk: blocks PTAP/TSG101 interaction to inhibit HIV-1 budding. Q99816. Fluorescence polarization, FITC-PTAP peptide / Tsg101 binding. Potency, µM (top dose mostly 115 µM), inactives show top-dose activity change, negative = inhibition, usual class: inhibitors. 340,000 tested, under 10 active; active means well fitted inhibition curve with a large enough effect in the main read-out, with a control signal flat, not every such curve was filed as active; inconclusive means small, poorly fitted or top-dose-only effect, or effect the other way, or a change in a side signal; inactive means no such curve, though single readings can be large or run the other way; further: potency means the concentration at half of the fitted maximal effect; % of control where 0% means no effect
# Target sequence (Q99816 whole entry, looked up): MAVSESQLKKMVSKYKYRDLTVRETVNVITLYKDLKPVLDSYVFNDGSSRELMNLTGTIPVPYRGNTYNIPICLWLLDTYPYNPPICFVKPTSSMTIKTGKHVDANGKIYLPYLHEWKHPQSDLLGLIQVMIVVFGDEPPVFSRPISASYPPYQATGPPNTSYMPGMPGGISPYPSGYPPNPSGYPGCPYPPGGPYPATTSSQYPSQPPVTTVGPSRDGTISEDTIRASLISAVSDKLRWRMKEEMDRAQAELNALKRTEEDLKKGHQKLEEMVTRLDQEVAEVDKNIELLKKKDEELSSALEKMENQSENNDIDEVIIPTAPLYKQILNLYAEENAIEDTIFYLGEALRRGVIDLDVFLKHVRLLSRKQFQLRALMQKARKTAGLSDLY
#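 Fluorescence anisotropy tracks displacement of a FITC-tagged PTAP peptide (50 nM) from the Tsg101 binding domain (10 uM), following a 20 min room-temperature incubation at pH 7.5.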
# B2AR arrestin: recruits beta-arrestin to the human beta2-adrenergic receptor; 330,000 compounds, 0.02% hits; P07550; Potency, µM (series often up to 46.1 µM), without a hit: at the highest dose activation, most hits filed as activators; AID 492947; beta-arrestin recruitment to beta2AR, cell-based reporter;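 further: potency means the concentration at half of the fitted maximal effect; 0% = DMSO controls and full agonism = EC100 isoproterenol or metaproterenol; nearly all actives have a fitted effect of over 65% in size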
# ELG1 DNA repair: inhibitors of ELG1-dependent DNA repair in HEK293T cells; HEK293T ELG1-luciferase reporter, luminescence, 16 h; DNA damage induced by 5-fluorouridine; Potency, µM (titrated, usually from 46.1 µM), inactives show at the highest dose activity change, negative = inhibition, usual class: inhibitors; 330,000 compounds, 2.3% hits; further: potency means the concentration at half of the fitted maximal effect; on the % scale 0 is the no-effect control and ±100 the full control effect; nearly all actives have a fitted effect of over 55% in size
#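 DMSO vehicle served as the neutral condition. Each well held 2,000 cells given 5-fluorouridine plus compound; after 16 hr at 37 °C/5% CO2, ONE-Glo was added and luciferase measured 30 min later.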
# TCR activator: activates T cell receptor signaling; primary human leukocytes, anti-CD3, IL-2 HTRF, 48 h; Potency, µM (titrated, usually from 9.22 µM), for inactives: top-dose activation of IL-2 secretion, actives largely listed as activators; 330,000 tested, under 10 active; further: % of control where 0% means no effect
#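 Compounds are tested in HTS on primary human leukocytes co-incubated with a-CD3 beads for 48 hr. IL-2 output is measured by time-resolved FRET.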
# Mito fusion act: inhibitors of mitochondrial division or activators of mitochondrial fusion; S. cerevisiae fusion-defective mutant growth rescue, CellTiterGlo 48 h; Potency, µM (titrated, usually from 46.1 µM), for inactives: at the top dose growth rescue (activation), usual class: activators; 320,000 compounds, 0.23% hits; AID 485298;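 further: potency means the concentration at half of the fitted maximal effect; % of control where 0% means no effect; nearly all actives have a fitted effect of over 45% in size; temperature-sensitive fusion mutants such as fzo1-1 at 37 °C on non-fermentable ethanol glycerol medium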
#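 Compounds are tested for their ability to restore growth of mitochondrial fusion-defective yeast strains at non-permissive 37C in YPEG medium over 48 hours. Viability is quantified by luciferase luminescence.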
# Eya2 inh: Eya2 (human) phosphatase inhibition; O00167; recombinant Eya2, OMFP fluorescence dephosphorylation (OMFP is methylfluorescein phosphate); Potency, µM (series often up to 76.9 µM), inactives show top-dose activity, negative = inhibition, hits mostly inhibitors; 330,000 compounds, 0.006% hits; AID 488837; further: potency means the concentration at half of the fitted maximal effect; on the % scale 0 is the no-effect control and ±100 the full control effect
#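 Eya2 protein (added as 0.2 uM solution) was preincubated with compound for 10 min at ambient temperature in 50 mM HEPES pH 7.5, 50 mM NaCl, 5 uM MgCl2, 0.05% BSA, 1 mM DTT. OMFP (added at 50 uM) then reacted 10 min; fluorescence read at 485/525 nm.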
# TSHR antag: antagonists of human thyroid stimulating hormone receptor; TSHR-expressing cells, TSH-stimulated cAMP HTRF, 2 h; active compounds read low; activity change, negative = inhibition, % at 11.5 µM; P16473; 330,000 compounds, 0.2% hits; AID 504810;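 active means activity change below a set negative limit, meaning inhibition stronger than a set level, cut at about -70% in these data; inconclusive means activity change between two set negative limits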; further: on the % scale 0 is the no-effect control and ±100 the full control effect
#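 Cell-based HTRF cAMP assay; TSHR cells + compound, TSH EC80 (4nM final), 2 h, 37 deg C. Lysis with anti-cAMP cryptate and cAMP-d2, 30 min RT, read 665/620 nm.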
# uPA generation: cell surface uPA generation inhibition; cell surface uPA generation assay, qHTS; Potency, µM (top dose mostly 38.3 µM), for inactives: at the highest dose activity change, negative = inhibition, usual class: inhibitors; 330,000 compounds, 0.31% hits; AID 540303; active means well fitted inhibition curve with a large enough effect; inconclusive means small, poorly fitted or top-dose-only effect; inactive means no such curve, though single readings can be large or run the other way; tested in mouse RAW 264.7 cells; further: potency means the concentration at half of the fitted maximal effect; on the % scale 0 is the no-effect control and ±100 the full control effect; nearly all actives have a fitted effect of over 55% in size
# * marks the source's active call; other numbers are inactive results; ? = inconclusive; · = not tested or not shown; [ ] = another dose, or the depositor's remark. Unless noted, the call rests on the fitted dose curve; in most records, active means well fitted curve in the direction sought with a large enough effect; inconclusive means small, poorly fitted or top-dose-only effect, or another doubt; inactive means no such curve, though single readings can be large; an effect the other way counts as inactive or inconclusive.
structure | USP2a block | TSHR antag | PTAP TSG101 blk | uPA generation | Mito fusion act | Eya2 inh | ELG1 DNA repair | TCR activator | BCR signal inh | Tb PFK inh | B2AR arrestin
Nc1nc(SCCC(F)=C(F)F)n[nH]1 | 4.0% | -5.4 | 0.5% | 5.1% | -2.8% | 0.6% | 8.0% | 1.8% | 2.1% | 3.2% | -0.8%
COc1ccc(C(=O)C2CCCN(Cc3cccc(C)n3)C2)c(OC)c1 (stereo unspecified) | 0.1% | -3.1 | -6.3% | -0.9% | -5.6% | 5.0% | ? | 5.6% | -6.4% | -4.9% | -0.4%
COc1cccc(-c2sc3ccccc3c2-c2ccc(OCCN3CCOCC3)cc2)c1 | -0.6% | -2.4 | · | -11.5% | · | -0.4% | -9.1% | 0.1% | -3.8% | 5.5% | 0.0%
O=C(Oc1ccc2c(c1)CCC2)N1CCOCC1 | -1.2% | 2.5 | -3.4% | -1.5% | -10.0% | -6.3% | ? | -3.9% | ? | 0.7% | -0.3%
CCCCCn1c(=O)c(C(=O)NCCc2ccccc2)c(O)c2ccccc21 | 3.7% | -2.5 | -0.5% | 3.1% | -0.9% | 7.3% | -21.1% | · | 11.2% | -1.3% | 0.5%
O=C(N/N=C/c1c(O)n(CCc2ccc(F)cc2)c(=O)[nH]c1=O)c1ccccc1 | 0.0% | -1.9 | -6.4% | 3.1% | 0.8% | 2.4% | 16.8% | -3.3% | ? | 0.2% | 3.3%
Cc1cc(OCC(=O)NCC2CCC(C(=O)O)CC2)c2c3c(c(=O)oc2c1)CCC3 (stereo unspecified) | 3.6% | 21.1 | -9.0% | 0.7% | 4.8% | 5.8% | ? | 0.7% | 3.4% | 0.5% | -1.1%
CCn1cc(C(=O)N2CCCCC2)c2ccccc21 | 0.8% | 9.4 | -6.0% | 2.2% | 1.9% | -7.0% | 0.0% | -2.4% | 4.7% | 1.4% | 0.1%
O=C(c1cc2nc(-c3ccccc3)cc(-c3ccccc3)n2n1)N1CCC2(CC1)OCCO2 | -1.5% | -6.4 | -3.6% | -9.0% | 21.2% | -7.3% | 20.6µM* | 3.5% | 20.7% | 4.6% | -0.2%
Cc1ccc(/C=C2/C(=O)NC(=O)N(Cc3ccc(F)cc3)C2=O)o1 | -0.9% | 7.7 | · | · | 4.4% | 9.1% | ? | · | 5.2% | -12.1% | -0.5%
C/C(=N\NC(=O)c1ccncc1)c1c(O)n(-c2ccccc2)c(=O)[nH]c1=O | 2.6% | 0.3 | -8.3% | 21.2% | 0.7% | 13.4% | -7.1% | -4.7% | -0.7% | 0.8% | -1.1%
CCCCn1c(O)c(C(CC)=Nc2ccc(OCC)cc2)c(=O)[nH]c1=O | -1.6% | -5.5 | -6.7% | 6.8% | 11.1% | 12.0% | ? | -0.5% | -0.8% | 0.2% | -1.8%
Clc1ccc(C(Cl)(Cl)Cl)c(Cl)c1 | -0.6% | 3.9 | -2.0% | 15.0% | -9.3% | -11.6% | 17.8% | -1.5% | -7.0% | 0.9% | 0.2%
C#C[C@]1(O)[C@H](O)CC2C3CC[C@H]4C[C@@H](O)CC[C@]4(C)C3CC[C@@]21C (stereo partly specified) | 0.4% | -1.4 | · | · | · | 1.2% | ? | · | -0.8% | 0.3% | 0.3%
Cc1cccc2c1N(N=O)CCC2 | 2.9% | 0.9 | -2.1% | 0.6% | 3.0% | 2.8% | 14.7% | 5.7%[46.1 µM] | 0.3% | -2.2% | -3.1%
COc1ccc(C(c2c(O)c3ccccc3oc2=O)c2c(C)n(C)n(-c3ccccc3)c2=O)cc1 (stereo unspecified) | -2.0% | -2.0 | -0.3% | 2.2% | -8.1% | 2.4% | 10.1% | -1.6%[46.1 µM] | ? | -4.8% | -0.2%
COc1ccc(-c2ccc([C@H]3[C@@H]4C=CCC[C@@]4(C)C(=O)N3Cc3ccccc3)c(F)c2)cc1OC | 2.9% | 24.4 | -3.4% | ? | -3.4% | -9.9% | ? | -1.9% | -1.0% | 0.2% | -0.7%
Cc1ccc(OCCOc2cccc(C=C3C(=O)NC(=O)NC3=O)c2)cc1 | 2.4% | 1.3 | -3.6% | -6.6% | 21.7% | -6.9% | ? | 0.0% | ? | -1.3% | 0.1%
CC(=O)N(C1=NCCCS1)c1ccc(Cl)cc1 | -0.3% | 8.9 | -2.7% | -3.2% | 6.9% | -13.3% | ? | -5.5% | ? | 0.0% | -0.3%
COc1cccc(CN2CCNCC2)c1OC | 0.3% | -4.7 | -0.2% | -3.6% | 2.1% | -11.3% | -6.5% | -2.2% | 0.4% | -0.4% | -0.1%
O=C1NC(=O)C2(C(=O)N1)C(c1ccc(F)cc1)NC(=S)NC2c1ccc(F)cc1 (stereo unspecified) | -2.5% | -3.7 | -9.6% | -1.4% | -0.5% | 5.9% | -0.6% | 3.1% | 25.0% | -1.8% | 0.0%
CCCCC1(CN2CCCC2=O)C(=O)NC(=O)NC1=O | 0.4% | 1.9 | -2.4% | 0.9% | -3.5% | -16.5% | ? | -2.2%[46.1 µM] | 1.5% | 0.1% | 0.0%
COc1cccc(C(=O)C2CCCN(Cc3ccc4nsnc4c3)C2)c1 (stereo unspecified) | -0.6% | -3.7 | 3.9% | -0.2% | 26.7% | -11.6% | 2.0% | -1.7% | -1.5% | 0.0% | -0.5%
Cc1ccccc1-n1c(O)c(/C=C/C=Nc2ccccc2)c(=O)[nH]c1=O | ? | 7.8 | ? | 3.4% | -0.8% | 35.1% | 6.3% | -8.0%[46.1 µM] | 5.3% | 3.4% | -0.8%
Cc1ccc(/C=C2\C(=O)NC(=O)N(CCc3ccc(F)cc3)C2=O)o1 | 7.0% | -8.0 | 0.6% | -30.3% | -21.8% | -2.3% | ? | 0.3%[46.1 µM] | 15.6% | 5.2% | -0.3%
O=C(N/N=C/c1c(O)n(Cc2ccccc2)c(=O)[nH]c1=O)c1ccncc1 | 1.2% | 4.0 | -1.7% | 3.7% | -1.7% | -9.3% | -3.8% | -2.1% | -0.5% | 3.5% | -0.2%
Cc1nc(-c2nc(-c3c(C(=O)NNC(=O)c4ccc(Cl)cc4)noc3C)cs2)cs1 | -0.9% | -4.2 | -0.1% | -7.2% | -1.4% | -1.9% | ? | -1.4% | -14.2% | 0.9% | 0.4%
CCOC(=O)c1c(/N=C/C2C(=O)NC(=S)NC2=O)sc2c1CCC2 | 9.6% | -4.8 | ? | -8.8% | -1.2% | 6.6% | -10.0% | -93.0% | 1.1% | 5.0% | 0.2%
CCOCCN1CCC(OC(C)=O)C(C)C1 (stereo unspecified) | -5.4% | 16.3 | -1.3% | -1.3% | -2.1% | -8.0% | 2.8% | · | 1.5% | -4.6% | 0.0%
CCC[N+]12CCC(CC1)C(=C(c1ccccc1)c1ccccc1)C2 | 2.7% | 0.9 | -0.9% | -4.0% | -5.8% | 5.1% | -6.7% | -5.3%[46.1 µM] | -4.2% | -0.8% | -1.0%
O=C(Cc1ccccc1)OCC(=O)c1ccccc1 | 1.3% | -1.9 | -1.6% | 2.3% | -0.6% | -6.0% | ? | 1.6% | 3.7% | 0.8% | 0.3%

# 2 entries drawn at random from the list so far:
structure | USP2a block | TSHR antag | PTAP TSG101 blk | uPA generation | Mito fusion act | Eya2 inh | ELG1 DNA repair | TCR activator | BCR signal inh | Tb PFK inh | B2AR arrestin
CC(=O)N(C1=NCCCS1)c1ccc(Cl)cc1 | -0.3% | 8.9 | -2.7% | -3.2% | 6.9% | -13.3% | ? | -5.5% | ? | 0.0% | -0.3%
Cc1ccc(/C=C2\C(=O)NC(=O)N(CCc3ccc(F)cc3)C2=O)o1 | 7.0% | -8.0 | 0.6% | -30.3% | -21.8% | -2.3% | ? | 0.3%[46.1 µM] | 15.6% | 5.2% | -0.3%

# Assay outcomes as filed in PubChem BioAssay.

# An excerpt; count on the stated rates, not on these rows.
